Her2 expr inh = lowers expression of human Her2 kinase | HER2 level % of control, % at 10 µM | 0.69% of 65,000 active | SKBR-3 HER2 protein level, AlphaScreen, 18-24 h; active compounds read low | P04626 | AID 645;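 active means HER2 level under 5% of the carrier-only control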;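 further: 100% = DMSO carrier and 0% = 500 nM PU-H71 HSP90 inhibitor; lower value means stronger loss of Her2 protein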
MKP-1 inh = blocks human MKP-1 phosphatase activity; P28562; recombinant MKP-1, OMFP hydrolysis fluorescence; inhibition, %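 (compounds tested at a single concentration somewhere between 10 and 100 µM)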; 0.15% of 65,000 active;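 active means inhibition above about 50%, limit read from the data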;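 further: 0% = DMSO max control wells and 100% = wells with enzyme stopped by NaOH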
Hsp90 inh = displaces geldanamycin probe from tumor Hsp90. P07900. NCI-N417 lysate Hsp90, Cy3B-geldanamycin FP displacement. inhibition, % at 30 µM. 0.35% of 64,000 active;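 active means inhibition above 50%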;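 further: 0% = tracer plus lysate wells and 100% = tracer alone without lysate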
Cdc25B block = inhibitors of human Cdc25B phosphatase. 0.1% of 65,000 active. AID 368. P30305. recombinant Cdc25B, OMFP fluorescence Ex485/Em525. inhibition, %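 (compounds tested at 10 µM final in the well)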; in the data active means inhibition above about 50%
TNAP act mid DEA = activates human TNAP at intermediate phosphate acceptor concentration; activation factor at 20 µM; purified TNAP, CDP-star luminescence, 100 mM DEA, 30 min; active compounds read high; scale: 0 levamisole-inhibited, 1 vehicle-only enzyme; P05186; 64,000 tested, under 10 active; AID 813;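 active means activation factor of at least 2 at 20 µM, relative to controls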
Target sequence (P05186 whole entry, looked up): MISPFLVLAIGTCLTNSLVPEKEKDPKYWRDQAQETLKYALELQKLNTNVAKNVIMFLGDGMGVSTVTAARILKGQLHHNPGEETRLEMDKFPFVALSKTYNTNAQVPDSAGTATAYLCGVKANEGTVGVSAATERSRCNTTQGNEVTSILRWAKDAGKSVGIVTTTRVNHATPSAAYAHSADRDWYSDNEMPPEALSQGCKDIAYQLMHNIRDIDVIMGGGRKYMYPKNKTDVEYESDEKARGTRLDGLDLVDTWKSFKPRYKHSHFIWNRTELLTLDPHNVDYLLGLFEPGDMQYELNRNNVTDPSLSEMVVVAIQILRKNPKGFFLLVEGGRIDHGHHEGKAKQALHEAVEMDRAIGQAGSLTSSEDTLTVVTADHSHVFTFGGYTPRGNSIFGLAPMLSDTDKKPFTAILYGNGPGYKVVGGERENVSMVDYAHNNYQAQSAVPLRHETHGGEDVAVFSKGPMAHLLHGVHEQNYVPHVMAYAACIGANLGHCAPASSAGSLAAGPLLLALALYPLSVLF
SF1 activator = activates the human nuclear receptor SF-1. activation, % at 10 µM. Q13285. CHO-K1 Gal4-SF-1 LBD luciferase reporter; % increase over DMSO SF-1-specific signal. 1.9% of 65,000 active. AID 522;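 active means activation above the mean activation of all tested compounds plus 3 SD, cut at about 50% in these data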
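Material: CHO-K1 cells with Gal4–hSF-1 LBD chimera plus Gal4-driven luciferase / Input: 4,000 CHO-K1 cells per well / Incubation: compound exposure 20 h at 37 °C / Signal: luminescence read 15 min after SteadyLite luciferase reagent, after room-temperature equilibration / Read-out: percent activation versus DMSO / Benchmarks: DMSO negative control and −SF1 background wells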
RORa activator = RORA (human) activation. 1.5% of 65,000 active. CHO-K1 Gal4-RORA LBD luciferase reporter, luminescence; percent increase over mock-subtracted basal signal. activation, % at 10 µM. AID 560;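 active means activation above the mean of all tested compounds plus 3 SD, cut at about 49% in these data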;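 further: 0% = DMSO-treated RORA cells and 100% = added signal equal to DMSO minus mock-transfected cells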
Target sequence (P35398 whole entry, looked up, the tested form may be a part): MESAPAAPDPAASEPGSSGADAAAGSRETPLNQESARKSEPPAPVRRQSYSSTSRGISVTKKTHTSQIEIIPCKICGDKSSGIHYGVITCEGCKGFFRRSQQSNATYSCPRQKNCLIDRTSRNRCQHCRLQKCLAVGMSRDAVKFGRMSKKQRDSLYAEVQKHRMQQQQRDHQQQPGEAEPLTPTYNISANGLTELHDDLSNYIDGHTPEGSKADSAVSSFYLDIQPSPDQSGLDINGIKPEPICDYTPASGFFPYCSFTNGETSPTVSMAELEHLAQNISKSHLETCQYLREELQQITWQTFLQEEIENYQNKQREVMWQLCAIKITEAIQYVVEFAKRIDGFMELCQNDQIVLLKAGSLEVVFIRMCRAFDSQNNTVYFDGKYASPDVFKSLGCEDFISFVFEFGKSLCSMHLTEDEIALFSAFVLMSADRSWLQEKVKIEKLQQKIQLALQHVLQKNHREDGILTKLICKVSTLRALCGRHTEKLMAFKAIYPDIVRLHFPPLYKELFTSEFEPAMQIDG
D1 mod = allosteric modulators of human D1 dopamine receptor. HEK293 D1, CRE-luciferase, dopamine EC30 potentiation; actives deviate in either direction. 5.9% of 58,000 active. P21728. B-score at 10 µM;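 active means luminescence count or its row- and column-corrected plate score outside the 99.7% band of the plate's sample wells, on either side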
FXIIa inh mix = blocks human factor XIIa in pooled compound mixtures; P00748; purified FXIIa, fluorogenic substrate; inhibition, % at 5 µM; 0.2% of 62,000 active; AID 684; in the data active means inhibition above about 20%, passing the limit was not always enough;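 further: 0% = enzyme without compound and 100% = no enzyme blank; some results filed as inactive read as strong as hits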
Active calls of the source: *; . = no result given.

Value order: Her2 expr inh	MKP-1 inh	Hsp90 inh	Cdc25B block	TNAP act mid DEA	SF1 activator	RORa activator	D1 mod	FXIIa inh mix
Cc1ccccc1N(Cc1nnc2n1CCCCC2)C(=O)Nc1ccccc1
→ 114.8	5.6	1.1	-11.2	0.9	5.8	1.9	-0.247	9.7
CSc1nnc(-c2ccco2)c(-c2ccco2)n1
→ 55.4	-19.1	0.7	7.8	0.8	-16.7	-18.3	4.15*	4.8
Cc1ccc(-c2cc3nc4c(c(=O)n3[nH]2)CCCC4)cc1
→ 97.9	2.6	-4.0	-0.7	0.9	20.8	25.9	-1.59	9.7
CSc1nnc(-c2ccc(S(=O)(=O)N3CCOCC3)cc2)n1CC1CCCO1 (configuration not stated)
→ 92.2	-10.9	-0.6	-3.4	0.9	1.1	9.4	0.0216	7.0
COc1cc(-c2nnc(SCC(=O)N3CCCC3)o2)cc(OC)c1OC
→ 87.1	3.4	-2.4	-3.0	1	-10.7	-0.9	0.331	1.8
Cn1c(=O)c2c(nc(NC(Cc3ccccc3)C(=O)O)n2Cc2ccccc2)n(C)c1=O (configuration not stated)
→ 98.9	-28.2	-3.2	1.7	0.9	-8.8	-10.6	-0.726	4.8
CCOC(=O)c1c(C)n(C)c2ccc(OCC(O)CNC(CC)CO)cc12 (configuration not stated)
→ 93.4	-9.0	-1.6	-5.4	1	3.0	-7.9	-0.132	8.2
COc1ccc(S(=O)(=O)Nc2ccc(S(=O)(=O)N3CCCCC3)cc2)cc1OC
→ 99.7	-11.3	-1.0	6.3	0.8	6.6	21.3	5.58*	18.4
CCOc1ccc(C(=O)Nc2c3c(nn2C(C)(C)C)CSC3)cc1OCC
→ 124.2	32.0	-0.3	-0.6	0.9	2.6	11.5	-0.685	1.7
CC(=O)Nc1ccc(NC(=O)c2cc(C)nn2-c2ccccc2)cc1
→ 110.1	1.3	1.9	-8.2	0.9	5.8	6.5	-0.0127	5.8
CCC1CCCCN1CCCn1c(=S)[nH]c2ccccc2c1=O (configuration not stated)
→ 103.8	-8.0	-3.4	-10.1	0.9	9.6	3.7	-0.0784	8.6
CN(C)c1ccc(N=Cc2ccco2)cc1
→ 101.4	14.8	3.3	-4.1	0.8	31.3	32.5	-0.0048	8.6
O=C(Cc1ccccc1)Nc1cccc(N2CCCC2)c1
→ 82.8	8.7	-5.6	-15.8	0.8	-9.2	9.3	-0.336	0.7
Cc1ccc2oc(Nc3nc(C)cc(C)n3)nc2c1
→ 89.1	4.6	-7.0	-2.6	1.1	21.9	52.2*	0.144	6.5
Cn1cc(Cl)nc1C(O)c1ccccc1 (configuration not stated)
→ 125.9	-18.6	2.0	19.7	0.9	-1.9	-9.5	.	3.5
Cc1cc(NC(=O)CS(=O)(=O)c2cn(Cc3ccc(F)cc3)c3ccccc23)no1
→ 44.0	15.1	-6.0	-14.6	0.9	3.8	-10.9	-1.96	-0.9
Clc1ccc(-n2ncc3c(NCc4ccco4)ncnc32)cc1
→ 64.8	-1.4	1.7	-1.8	0.9	75.7*	65.3*	.	.
COC(=O)C1=C(N)n2c(s/c(=C\c3cccnc3)c2=O)=C(C(=O)OC)C1c1cccnc1 (configuration not stated)
→ 103.8	19.9	-1.0	2.6	0.9	3.0	-20.7	-0.552	6.0
CCN(CC)c1ncc(C)c(=O)[nH]1
→ 145.6	-9.0	4.3	3.1	0.9	0.5	-16.6	-0.42	6.2
N#Cc1c(NC(=O)CSC2=NCCS2)sc2c1CCCC2
→ 101.4	4.2	-14.5	-16.3	0.9	5.9	12.2	0.827	0.9
C=C(C)CSc1nc(N)c2c3c(sc2n1)CCC3
→ 101.6	-15.1	-6.6	6.6	0.9	51.5*	56.2*	.	.
CCOC(=O)c1c(C)n(C)c2ccc(OCC(O)CN(CC)CC)cc12 (configuration not stated)
→ 76.1	-3.6	-2.3	-9.4	1	24.1	19.9	.	2.1
O=C(NC1=NCCS1)c1ccc2c(c1)C(=O)N(Cc1ccco1)C2=O
→ 103.4	-0.3	-5.2	-7.6	0.9	5.9	-12.5	.	1.3
COC(=O)c1c(C)n(-c2ccc(OC)cc2)c2ccc(O)cc12
→ 88.8	-5.3	1.7	-9.5	0.9	12.2	-12.4	-1.53	7.3
Cc1cccc2cc(COC(=O)C(C)C)c(=O)[nH]c12
→ 88.5	-5.0	-5.6	-14.5	0.9	-15.8	-12.6	-0.486	2.7
COc1ccc(OC)c(NC(=O)CC(Cc2ccccc2OC)C(=O)O)c1 (configuration not stated)
→ 89.3	2.5	2.7	-8.4	1	10.1	-26.5	.	1.9
CCOc1ccc(C2/C(=C(\O)c3c(C)[nH]c(C(=O)OC)c3C)C(=O)C(=O)N2CCN(C)C)cc1 (configuration not stated)
→ 87.8	-4.2	-7.2	8.6	1	6.0	-4.0	-1.13	-0.8
O=C(Nc1ccccc1)N1CCC(C(=O)N(Cc2ccco2)Cc2cccs2)CC1
→ 97.5	0.6	-4.7	-8.9	1	-5.7	-21.9	-0.988	.
Cc1cc(N2C(=O)C(=O)/C(=C(/O)c3ccc(F)cc3)C2c2ccc(Cl)cc2)no1 (configuration not stated)
→ 91.2	12.4	-1.1	-2.8	1	-5.5	-19.6	-0.0182	-20.3
Cn1cccc1C(=O)NC(=O)COC(=O)c1ccccc1O
→ 94.5	-0.1	-2.1	0.2	0.9	-6.7	-2.3	-0.627	2.1
Cc1nnc(NC(=O)c2ccc(-c3cccc(C(F)(F)F)c3)o2)s1
→ 121.7	14.0	-3.3	-3.1	0.9	-3.3	-10.2	.	6.8
Cc1ccc2nsnc2c1S(=O)(=O)N1CCN(CCc2ccccc2)CC1
→ 91.1	1.2	-4.2	-7.5	0.9	10.7	2.2	-4.65*	5.7
C=C(C)c1cccc(C(C)(C)NC(=O)Nn2cnnc2)c1
→ 101.5	6.0	-4.3	-1.7	0.9	13.0	5.1	5.95*	-2.8
O=C(COC(=O)C1CCCCC1C(=O)N1CCc2ccccc21)NCc1ccco1 (configuration not stated)
→ 85.7	30.9	-8.9	-11.8	1	-7.3	-18.3	-0.326	8.0
CCc1ccc(NC(=O)CSc2nnc(Cn3c(=O)sc4ccccc43)n2C)cc1
→ 80.0	6.1	1.1	-8.7	0.9	3.8	-7.2	.	5.8
Cc1[nH]nc(N=Cc2c(O)n(C)c(=O)n(C)c2=O)c1-c1ccccc1
→ 132.1	2.9	1.0	10.8	0.9	1.8	-13.6	0.159	0.6
COc1ccc(NC(=O)Nc2c(C)n(C)n(-c3ccccc3)c2=O)cc1
→ 103.4	-10.7	-2.4	25.5	0.9	20.1	40.4	-0.107	-15.6
CCOC(=O)c1[nH]c(C)c(C(=O)N(C)C)c1C
→ 92.8	-1.2	-1.2	-13.8	0.9	12.7	-2.6	1.48	4.5
O=C1C=C(NCC2CCCO2)C2(CCCCC2)O1 (configuration not stated)
→ 81.0	-7.4	-2.1	-29.8	0.9	10.8	2.1	.	1.9
COC(=O)c1c(C)cc(C)n2c1nc1ccccc12
→ 103.5	-14.4	0.6	3.2	0.9	6.3	-7.6	.	-7.7

Full records, quoted from the list. Order of values: Her2 expr inh, MKP-1 inh, Hsp90 inh, Cdc25B block, TNAP act mid DEA, SF1 activator, RORa activator, D1 mod, FXIIa inh mix
Profile of COc1ccc(NC(=O)Nc2c(C)n(C)n(-c3ccccc3)c2=O)cc1 : 103.4, -10.7, -2.4, 25.5, 0.9, 20.1, 40.4, -0.107, -15.6
Profile of Cc1ccc2nsnc2c1S(=O)(=O)N1CCN(CCc2ccccc2)CC1 : 91.1, 1.2, -4.2, -7.5, 0.9, 10.7, 2.2, -4.65*, 5.7
Profile of C=C(C)c1cccc(C(C)(C)NC(=O)Nn2cnnc2)c1 : 101.5, 6.0, -4.3, -1.7, 0.9, 13.0, 5.1, 5.95*, -2.8
Profile of CCOc1ccc(C2/C(=C(\O)c3c(C)[nH]c(C(=O)OC)c3C)C(=O)C(=O)N2CCN(C)C)cc1 (configuration not stated) : 87.8, -4.2, -7.2, 8.6, 1, 6.0, -4.0, -1.13, -0.8
Profile of O=C1C=C(NCC2CCCO2)C2(CCCCC2)O1 (configuration not stated) : 81.0, -7.4, -2.1, -29.8, 0.9, 10.8, 2.1, ., 1.9

Further compounds follow:
Value order: Her2 expr inh	MKP-1 inh	Hsp90 inh	Cdc25B block	TNAP act mid DEA	SF1 activator	RORa activator	D1 mod	FXIIa inh mix
CSc1ccc(S(=O)(=O)Nc2cccc(F)c2)cc1
→ 74.1	-5.2	-0.5	-12.4	0.9	-10.0	-7.3	-1.52	5.9
O=C(O)C1CCC(=O)N1C1c2ccccc2Oc2ccccc21 (configuration not stated)
→ 75.8	7.1	-1.3	-16.5	0.9	-7.7	-12.0	.	7.0
COc1cc(OC)c(C2=NOC(C(=O)O)C2)cc1Cl (configuration not stated)
→ 80.1	7.6	-4.8	-13.9	1	-4.9	9.3	0.499	7.3
COc1ccc(-n2nc3c(c2NC(=O)c2ccc(Br)cc2)CS(=O)C3)cc1 (configuration not stated)
→ 99.3	2.6	54.7*	-2.9	0.9	-20.3	-11.9	0.00458	-0.5
Cc1ccc(SCc2c(C#N)c3ccccc3n2C)cc1
→ 84.0	16.6	-2.7	7.3	0.8	-13.8	-6.4	.	-2.4
CCCCC(=O)N1CCCC(c2nc3c(nnn3Cc3cc(C)ccc3C)c(=O)[nH]2)C1 (configuration not stated)
→ 101.1	9.3	-3.5	6.9	0.8	9.0	0.2	2.19	5.9
CN(Cc1nc(-c2ccncc2)no1)S(=O)(=O)c1ccccc1
→ 83.5	-3.1	-5.8	-12.0	0.9	0.4	-3.5	-0.0378	-16.9
CC(CN1CCOCC1)C(=O)O (configuration not stated)
→ 58.7	2.3	2.1	12.5	0.9	-15.5	5.3	.	4.3
COc1ccc(C)cc1NC(=O)CNC(=O)Cn1ccc2ccccc2c1=O
→ .	3.1	-2.9	-4.7	0.9	-11.5	1.0	0.278	20.6
CCOC(=O)CC(=O)CSc1ccc2nnc(-c3ccc(C)cc3)n2n1
→ 85.5	28.4	-4.8	-4.8	0.9	-5.0	14.8	-0.838	12.2
Cc1cccc(Cn2c(N3CCN(c4ccccc4)CC3)nc3c2c(=O)n(C)c(=O)n3C)c1
→ 80.5	2.1	-2.7	5.7	0.9	-7.1	2.9	-1.33	4.2
O=C(OCC(=O)N1CCN(c2ccccc2)CC1)c1ccco1
→ 88.6	5.9	0.3	2.6	0.9	10.3	13.3	-0.103	8.8
Nc1nonc1C(=O)NCCc1ccccc1
→ 137.8	3.4	-1.2	-8.7	0.9	-9.3	13.8	0.573	2.5
COc1cccc(C2N(c3ccc(Cl)c(Cl)c3)C(=O)C3CCCN32)c1OC (configuration not stated)
→ 77.4	10.2	-1.7	-2.0	0.9	-4.1	5.4	2.7	29.3
CC(=O)Nc1ccc(S(=O)(=O)NCc2ccc(C(=O)NCc3ccc4c(c3)OCO4)cc2)cc1
→ 119.8	23.4	0.6	-4.6	0.9	-3.0	15.3	-0.346	4.2
Cc1ccccc1CN(c1ccc(C(=O)N2CCCC2)cc1)S(C)(=O)=O
→ 79.5	-4.5	-2.1	-11.8	0.9	-7.4	-0.8	-0.142	3.8
O=C(NCCCN1CCOCC1)c1cc2cc(Br)ccc2oc1=O
→ 70.5	6.5	1.0	20.7	1	-10.2	19.6	0.891	0.0
CC(=O)Nc1cccc(-c2nc3ccc(NC(C)=O)cc3[nH]2)c1
→ 98.2	32.6	-1.9	-2.0	0.9	-10.9	-31.0	-0.0708	-0.6
COc1ccc(C2CC(=O)N3CN(c4ccccc4F)CSC3=C2C#N)cc1OC (configuration not stated)
→ 97.1	1.1	-2.5	-0.9	0.9	5.3	-15.1	-0.49	13.1
